# TRb-SRC2 inh: inhibitors of human thyroid hormone receptor beta-SRC2 interaction; TRbeta-SRC2 peptide binding, fluorescence polarization; receptor liganded with 1 µM T3; Potency, µM (series often up to 106 µM), inactives show at the highest dose activity change, negative = inhibition, actives largely listed as inhibitors; 280,000 tested, 0.065% active; AID 1469;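 also: plate controls were bound peptide for no effect and peptide without receptor for full effect; nearly all actives have a fitted effect of over 50% in size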
# Target sequence (P10828 whole entry, looked up): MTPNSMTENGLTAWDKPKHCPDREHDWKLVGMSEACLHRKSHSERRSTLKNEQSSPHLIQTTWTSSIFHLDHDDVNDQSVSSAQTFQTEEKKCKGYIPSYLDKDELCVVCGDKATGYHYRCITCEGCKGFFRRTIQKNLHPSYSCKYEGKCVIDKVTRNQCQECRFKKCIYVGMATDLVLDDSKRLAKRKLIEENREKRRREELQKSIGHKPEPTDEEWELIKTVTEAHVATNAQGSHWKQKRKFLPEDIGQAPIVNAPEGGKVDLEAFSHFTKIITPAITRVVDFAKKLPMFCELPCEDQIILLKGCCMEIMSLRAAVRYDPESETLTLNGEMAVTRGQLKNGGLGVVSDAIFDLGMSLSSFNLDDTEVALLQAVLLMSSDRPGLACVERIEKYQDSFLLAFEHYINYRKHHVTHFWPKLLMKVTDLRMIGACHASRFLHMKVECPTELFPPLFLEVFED
#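 TRb LBD 0.6 uM + Texas Red SRC2 peptide 20 nM, 1 uM T3, Tris buffer w/ 5% DMSO; compound pinned, 5 h RT; FP read ex 555/em 632; normalized to unbound and bound controls.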
# Tau fibril FP: inhibitors of human tau fibril formation; P10636; K18 P301L tau heparin fibrillization, Alexa594 FP, 6 h; 280,000 tested, 0.39% active; Potency, µM (titrated, usually from 57.7 µM), inactives show top-dose activity, negative = inhibition, most hits filed as inhibitors; also: nearly all actives have a fitted effect of over 55% in size
# Target sequence (P10636 561-689 P618L limits assumed): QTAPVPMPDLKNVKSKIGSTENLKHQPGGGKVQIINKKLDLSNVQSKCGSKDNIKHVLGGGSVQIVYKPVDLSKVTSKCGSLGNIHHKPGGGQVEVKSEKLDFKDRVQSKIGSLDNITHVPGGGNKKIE
#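 Compound effects on tau fibrillization are measured by Alexa 594 fluorescence polarization (ex 555, em 632 nm). K18 P301L tau is used at 15 uM with 0.24 uM labeled tracer, and 20 uM heparin induces aggregation over 6 hr at 37 C.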
# TR SRC2 fluor cs: Texas Red fluorescence interference in TRb-SRC2 counter-screen; TRb/SRC2 Texas Red total fluorescence interference; Potency, µM (titrated, usually from 106 µM), without a hit: at the highest dose fluorescence change, negative = quenching; 280,000 tested, 0.29% active; active = well fitted curve in either direction with a large enough effect; inconclusive = small, poorly fitted or top-dose-only effect
#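 Human TRβ ligand-binding domain (0.6 uM) and Texas Red SRC2 peptide (20 nM) in Tris buffer with 1 uM T3 and 5% DMSO were incubated with pinned compound for 5 hr at ambient temperature. Total fluorescence was computed as S + 2P (555/632 nm).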
# Tau fluor counter: counter-screen for tau fibril formation inhibitors. 280,000 tested, 0.93% active. tau K18 P301L Alexa594 fluorescence, heparin fibrillization. Potency, µM (highest dose often 57.7 µM), for inactives: at the highest dose activity change, negative = decrease; also: nearly all actives have a fitted effect of over 55% in size
#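 Human tau K18 P301L (15 uM unlabeled, 0.24 uM Alexa 594-labeled) in 100 mM sodium acetate pH 7 with 20 uM heparin, 6 hr at 37 C. ThT 30 uM added, 1 hr ambient; Alexa 594 FP and total fluorescence read at 555/632 nm.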
# GLA spleen mod: alpha-galactosidase A (human) modulation. P06280. human spleen homogenate, 4MU-alpha-Gal fluorescence, 40 min. Potency, µM (doses to about 80 µM), inactives show at the top dose activity change, negative = inhibition, hits mostly inhibitors. 240,000 tested, 0.008% active. AID 2107;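 also: 0% = enzyme with vehicle and -100% = no enzyme basal signal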
# Target sequence (P06280 32-429 limits assumed): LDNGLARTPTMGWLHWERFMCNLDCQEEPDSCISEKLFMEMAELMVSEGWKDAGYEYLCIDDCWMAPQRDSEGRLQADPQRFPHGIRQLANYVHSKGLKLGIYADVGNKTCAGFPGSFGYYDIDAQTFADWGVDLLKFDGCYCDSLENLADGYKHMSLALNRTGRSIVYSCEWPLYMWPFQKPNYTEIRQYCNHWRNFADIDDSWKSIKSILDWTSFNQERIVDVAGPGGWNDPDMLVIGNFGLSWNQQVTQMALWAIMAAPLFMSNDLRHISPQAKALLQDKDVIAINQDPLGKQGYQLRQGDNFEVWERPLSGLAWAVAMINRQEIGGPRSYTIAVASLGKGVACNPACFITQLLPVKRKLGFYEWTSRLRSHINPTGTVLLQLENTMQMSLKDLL
#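 Human spleen homogenate (1 ug) as enzyme source, 4-methylumbelliferyl-alpha-D-galactopyranoside 1 mM final, citrate/phosphate pH 5.0 with 0.01% Tween-20. Compounds 40 min at 37C, NaOH/glycine stop; fluorescence Ex 365/Em 440, Hill-fit AC50.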
# L3MBTL1 block: inhibitors of human L3MBTL1; Q9Y468; AlphaScreen L3MBTL1–H3K9me1 peptide binding; Potency, µM (doses to about 57.1 µM), for inactives: top-dose activity, negative = inhibition, actives largely listed as inhibitors; 230,000 tested, 0.66% active; also: nearly all actives have a fitted effect of over 60% in size
#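 L3MBTL1 50 nM + b-AHA-H3(1-15)K9me1 75 nM, 30 min RT; compound added, 30 min RT; streptavidin donor/Ni-chelate acceptor beads 10 ug/mL each final, 30 min RT dark; AlphaScreen read.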
# ALDH1A1 inh: blocks purified human ALDH1A1 activity; Purified ALDH1A1, NADH fluorescence, propionaldehyde substrate; Potency, µM (highest dose often 75.3 µM), inactives show at the top dose activity, negative = inhibition, hits mostly inhibitors; 220,000 tested, 7.3% active; AID 1030; active = well fitted inhibition curve with a large enough effect, not every such curve was filed as active; inconclusive = small, poorly fitted or top-dose-only effect, or another doubt; inactive = no such curve, though single readings can be large or run the other way;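 also: plate controls were no enzyme wells and a reference inhibitor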
# Tau ThT inhib: tau fibrillization inhibition (ThT binding) | recombinant tau K18 P301L (four-repeat tau fragment), heparin-induced fibrillization, ThT fluorescence | P10636 | 270,000 tested, 2.1% active | Potency, µM (highest dose often 57.4 µM), for inactives: at the top dose activity, negative = inhibition, hits mostly inhibitors | AID 1460; also: nearly all actives have a fitted effect of over 55% in size
#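 K18 P301L tau (15 uM + 0.24 uM Alexa 594-tagged), heparin 20 uM, NaOAc pH 7, 6 h 37 C; ThT 30 uM, 1 h RT, ex 450/em 510 nm.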
# Starred values were filed as active, the others as inactive; u = inconclusive; x = no result given; [ ] = another dose, or the depositor's remark. Unless noted, calls follow the shape of the dose curve; as a rule, active = well fitted curve in the direction sought with a large enough effect; inconclusive = small, poorly fitted or top-dose-only effect, or another doubt; inactive = no such curve, though single readings can be large; an effect the other way counts as inactive or inconclusive. Unless noted, % is scaled to controls: 0 for no effect and ±100 for the full control effect; potency is read from the fitted curve at half-maximal effect.
1) C/C(=N\NC(=O)COc1ccccc1)c1ccc(O)cc1
2) CCN1CCN(CC(O)COc2cccc(OC)c2)CC1 (stereo unspecified)
3) Cc1ccc(Nc2c(-c3ccccc3)nc3cnccn23)cc1
4) CCOC(=O)c1c(C)oc2ncnc(Nc3cc(C)cc(C)c3)c12
5) O=C1CCCc2c1cc(C(=O)NCc1ccco1)c(=O)n2-c1ccccc1
6) COc1cccc(-c2nnc(NC(=O)C(C)C)o2)c1
7) CC(/C=N/NC(=O)NC1CCCCC1)=C\c1ccccc1
8) Cc1cc(C(=O)Nc2ccon2)cs1

entry no.	1	2	3	4	5	6	7	8
TRb-SRC2 inh	-3%	-1%	3%	4%	-7%	2%	-4%	9%
Tau fibril FP	-1%	6%	12%	u	8%	u	5%	3%
TR SRC2 fluor cs	-1%	1%	-1%	-2%	0%	2%	-2%	0%
Tau fluor counter	-14%	2%	-22%	-14%	10%	-7%	-17%	4%
GLA spleen mod	-1%	-7%	-4%	x	6%	-1%	7%	0%
L3MBTL1 block	-1%	-8%	x	x	-1%	-14%	-8%	19%[11.4 µM]
ALDH1A1 inh	u	2%	3%	x	0%	0%	u	8%
Tau ThT inhib	u	-1%	-5%	-11%	7%	-12%	u	3%

9) c1ccc(-c2ccc3nnnn3n2)cc1
10) O=C(C(c1ccccc1)c1ccccc1)N1CCN(Cc2ccncc2)CC1
11) CCSc1cc(N2CCCC2)nc(-c2ccccc2)n1
12) CCOc1ccc(CCNC(=O)c2[nH]c(C)c(C(C)=O)c2C)cc1OCC
13) CC1CCCN(c2ccc(N)cc2C(N)=O)C1 (stereo unspecified)
14) CC12CC3(O)OC(O1)C1(COC(=O)c4ccccc4)[C@@H]3CC21O[C@@H]1O[C@H](CO)[C@@H](O)[C@H](O)[C@H]1O
15) CCOC(=O)N1CCC(NC(=O)c2cccc3c2C(=O)N(c2ccc(OC)cc2)C3)CC1
16) Cc1ccc(F)cc1NC(=O)CCSc1nc(-c2ccco2)cc(C(F)(F)F)n1

entry no.	9	10	11	12	13	14	15	16
TRb-SRC2 inh	-1%	-14%	0%	-5%	-4%	-3%	-12%	2%
Tau fibril FP	-12%	2%	-5%	-2%	11%	0%	7%	u
TR SRC2 fluor cs	1%	1%	-3%	4%	-4%	1%	-4%	-5%
Tau fluor counter	-13%	0%	-17%	-12%	-4%	-4%	-13%	-11%
GLA spleen mod	-9%	-4%	1%	0%	8%	-6%	-12%	x
L3MBTL1 block	7%	-1%	x	x	10%	x	x	x
ALDH1A1 inh	8%	1%	u	6%	-3%	19%	u	x
Tau ThT inhib	-6%	-1%	-4%	-10%	-5%	-4%	-17%	8%

17) CCn1c(CNC(=O)COc2ccc(C(C)C)cc2)nnc1SCC(=O)Nc1ccccc1
18) CCCCN(CC)CCNC(=O)CN1C(=O)COc2ccc(S(=O)(=O)N3CCOCC3)cc21
19) O=C(Nc1cccc(C(F)(F)F)c1)Nc1cccs1
20) O=[N+]([O-])c1cc(Cl)cc(/C=N/Nc2nc3ccccc3s2)c1O
21) NCC/C=C1/c2ccccc2CSc2ccccc21
22) CC(C)NC(=O)Nc1cccc(Cl)c1
23) Cc1c(Cl)c(C(F)(F)F)nn1CC(=O)NCc1ccco1
24) COC(=O)c1cc(NC(=O)CSC2=NCCS2)cc(C(=O)OC)c1

entry no.	17	18	19	20	21	22	23	24
TRb-SRC2 inh	7%	-1%	5%	3%	1%	-3%	4%	-12%
Tau fibril FP	6%	-3%	u	-3%	9%	-3%	0%	-1%
TR SRC2 fluor cs	2%	-3%	-15%	-3%	0%	2%	-6%	-1%
Tau fluor counter	-15%	-4%	11µM*[quencher]	25µM*[quencher]	5%	-11%	-9%	-10%
GLA spleen mod	0%	x	x	4%	1%	10%	2%	3%
L3MBTL1 block	x	x	x	-19%	3%	0%	x	-5%
ALDH1A1 inh	u	x	x	-6%	4%	x	-5%	13µM*
Tau ThT inhib	-5%	2%	u	11µM*	-3%	-9%	-2%	-13%

25) CCn1c(=NC(=O)c2ccc3c(c2)OCCO3)sc2c(C)ccc(OC)c21
26) O=C1c2ccccc2-c2onc3c(NCCO)cc(NC4CCCCC4)c1c23
27) COc1ccc(OCCCC(=O)Nc2ccc3c(c2)OCCO3)cc1
28) CCOc1ccc(N2C(=O)N(Cc3c(F)cccc3Cl)c3ccccc3S2(=O)=O)cc1
29) COC(=O)c1c(NC(=O)CCCOc2cccc(C)c2)sc2c1CCC(C)C2 (stereo unspecified)
30) CSc1nc2sc3c(c2c(=O)n1Cc1ccccc1)CCC(C(C)(C)C)C3 (stereo unspecified)
31) O=C(Oc1ccc([N+](=O)[O-])cc1)c1ccc2ccccc2n1
32) COc1ccc2c(c1)cc(C)c1nnc(SCC(=O)N(C)c3nc(-c4ccccc4)cs3)n12

entry no.	25	26	27	28	29	30	31	32
TRb-SRC2 inh	-2%	u	12%	-2%	3%	-16%	-1%	-7%
Tau fibril FP	-13%	u	1%	u	-9%	0%	7%	7%
TR SRC2 fluor cs	-3%	40µM*[fluorescent]	-1%	-5%	10%	u	-4%	-1%
Tau fluor counter	-15%	11µM*[quencher]	-22%	-24%	-11%	-7%	1%	-2%
GLA spleen mod	x	x	6%	x	x	x	-20%	6%
L3MBTL1 block	x	x	14%	x	x	x	-7%	1%
ALDH1A1 inh	x	x	22µM*	x	x	x	u	-6%
Tau ThT inhib	u	7.9µM*	u	-2%	-14%	-10%	-23%	-10%

33) O=C(NC1CC2CCC(C1)N2C(=O)NCc1ccccc1)C1CC1 (stereo unspecified)
34) O=C(CNC(=O)c1cccs1)N/N=C/c1ccc(O)cc1O
35) CC(C)=CCN1CCN(Cc2cccn2-c2ncccn2)CC1CCO (stereo unspecified)
36) CSc1ccccc1NC(=O)CN1CCCCC1C (stereo unspecified)
37) Cc1ccc(NC(=O)c2ccc([N+](=O)[O-])cc2)cc1S(=O)(=O)N(C)C
38) O=C(C(Cl)Cl)N1c2ccccc2OCC1c1ccccc1 (stereo unspecified)
39) Fc1cnc(N2CCN(c3ccccc3)CC2)nc1N1CCN(c2ccccc2)CC1
40) Cc1[nH]n(-c2cccc([N+](=O)[O-])c2)c(=O)c1-c1ccccc1

entry no.	33	34	35	36	37	38	39	40
TRb-SRC2 inh	-3%	6%	1%	7%	-1%	-24%	1%	4%
Tau fibril FP	-1%	-5%	-1%	1%	13%	-4%	6%	5%
TR SRC2 fluor cs	-5%	-1%	-4%	0%	-3%	-2%	-1%	-2%
Tau fluor counter	11%	-2%	7%	8%	-22%	-17%	13%	-14%
GLA spleen mod	1%	-3%	2%	3%	-2%	6%	0%	5%
L3MBTL1 block	x	x	-6%	10%	-1%	12%	-12%	-2%
ALDH1A1 inh	7%	0%	0%	5%	u	1.3µM*	u	10%
Tau ThT inhib	6%	1%	2%	8%	-5%	-10%	u	u

# Shown as tab-separated lines: entries from further up.
item	molecule	TRb-SRC2 inh	Tau fibril FP	TR SRC2 fluor cs	Tau fluor counter	GLA spleen mod	L3MBTL1 block	ALDH1A1 inh	Tau ThT inhib
27	COc1ccc(OCCCC(=O)Nc2ccc3c(c2)OCCO3)cc1	12%	1%	-1%	-22%	6%	14%	22µM*	u
28	CCOc1ccc(N2C(=O)N(Cc3c(F)cccc3Cl)c3ccccc3S2(=O)=O)cc1	-2%	u	-5%	-24%	x	x	x	-2%
29	COC(=O)c1c(NC(=O)CCCOc2cccc(C)c2)sc2c1CCC(C)C2 (stereo unspecified)	3%	-9%	10%	-11%	x	x	x	-14%
30	CSc1nc2sc3c(c2c(=O)n1Cc1ccccc1)CCC(C(C)(C)C)C3 (stereo unspecified)	-16%	0%	u	-7%	x	x	x	-10%
31	O=C(Oc1ccc([N+](=O)[O-])cc1)c1ccc2ccccc2n1	-1%	7%	-4%	1%	-20%	-7%	u	-23%
32	COc1ccc2c(c1)cc(C)c1nnc(SCC(=O)N(C)c3nc(-c4ccccc4)cs3)n12	-7%	7%	-1%	-2%	6%	1%	-6%	-10%
33	O=C(NC1CC2CCC(C1)N2C(=O)NCc1ccccc1)C1CC1 (stereo unspecified)	-3%	-1%	-5%	11%	1%	x	7%	6%
34	O=C(CNC(=O)c1cccs1)N/N=C/c1ccc(O)cc1O	6%	-5%	-1%	-2%	-3%	x	0%	1%
35	CC(C)=CCN1CCN(Cc2cccn2-c2ncccn2)CC1CCO (stereo unspecified)	1%	-1%	-4%	7%	2%	-6%	0%	2%
36	CSc1ccccc1NC(=O)CN1CCCCC1C (stereo unspecified)	7%	1%	0%	8%	3%	10%	5%	8%
37	Cc1ccc(NC(=O)c2ccc([N+](=O)[O-])cc2)cc1S(=O)(=O)N(C)C	-1%	13%	-3%	-22%	-2%	-1%	u	-5%

# Next structures.
41) Cc1cccc(NC(=O)c2ccccc2NC(=O)Cc2ccccc2)c1C
42) COc1cc2nc(=S)n3[nH]c(CCn4nc(C)cc4C)nc3c2cc1OC
43) COc1ccc2c(CNCCc3ccco3)c(C(=O)O)n(Cc3ccc(C)cc3)c2c1
44) COc1ccc(C2SCCN2C(=S)Nc2ccc(Cl)cc2)cc1 (stereo unspecified)
45) Cc1ccc(OCC(=O)Nc2ccc3nc(SCC(=O)N4CCOCC4)sc3c2)cc1
46) CCO/C=C1\C(=O)N(c2ccccc2)C(=O)c2ccccc21
47) CCNC(=S)N/N=C/c1c(Cl)cccc1Cl

entry no.	41	42	43	44	45	46	47
TRb-SRC2 inh	-14%	2%	1%	-2%	0%	1%	-9%
Tau fibril FP	-3%	6%	5%	u	-1%	-3%	-8%
TR SRC2 fluor cs	0%	-4%	-1%	u	4%	-1%	1%
Tau fluor counter	-5%	-2%	-4%	u	-27%	-3%	5%
GLA spleen mod	-6%	u	x	13%	x	-4%	-2%
L3MBTL1 block	-1%	x	x	5%	x	-6%	0%
ALDH1A1 inh	3%	u	x	u	x	u	14%
Tau ThT inhib	-3%	-11%	-2%	-1%	-7%	-8%	-2%

# Assay outcomes as filed in PubChem.
